# Source: PubChem BioAssay (several laboratories)
# GPR55 antagonists = inhibition of LPI-stimulated GPR55 beta-arrestin translocation – imaging, U2OS, beta-arrestin-GFP, LPI agonist, primary screen (AID 2013); U2OS GPR55 beta-arrestin-GFP translocation imaging, LPI antagonism; higher % means a stronger effect; one-dose inhibition, % at 10 µM; IC50 in µM for titrated hits; actives 0.13% (n = 290,000);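 active = spots per cell inhibited over 60%, with over 100 cells counted and total cytoplasm intensity under 500,000; inconclusive = wells with under 100 cells, flagged as likely toxic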;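 note: U2OS cells stably carrying GPR55 and arrestin-GFP stimulated by 5 µM LPI near EC80; imaged beta-arrestin-GFP aggregate spots per cell after agonist stimulation; plate controls were LPI-stimulated DMSO wells for no effect and DMSO wells without LPI for full effect; some results filed as inactive read as strong as hits; confirmed hits need IC50 under 10 µM and bright autofluorescent wells are also inconclusive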
# NTR1 agonist = NTR1-driven beta-arrestin-GFP spot formation – imaging, U2OS cells, high content, primary screen (AID 493036); P30989; agonist mode; activation, % at 20 µM; actives 0.17% (n = 330,000);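 active = activation at or above 40% of the spot to cytoplasm intensity ratio, with at least 20 cells analyzed; inconclusive = wells under 20 cells, flagged as cytotoxic or low count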;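 note: 0% = DMSO without peptide and 100% = 100 nM NTR1 peptide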
# Target sequence (P30989 whole entry, looked up): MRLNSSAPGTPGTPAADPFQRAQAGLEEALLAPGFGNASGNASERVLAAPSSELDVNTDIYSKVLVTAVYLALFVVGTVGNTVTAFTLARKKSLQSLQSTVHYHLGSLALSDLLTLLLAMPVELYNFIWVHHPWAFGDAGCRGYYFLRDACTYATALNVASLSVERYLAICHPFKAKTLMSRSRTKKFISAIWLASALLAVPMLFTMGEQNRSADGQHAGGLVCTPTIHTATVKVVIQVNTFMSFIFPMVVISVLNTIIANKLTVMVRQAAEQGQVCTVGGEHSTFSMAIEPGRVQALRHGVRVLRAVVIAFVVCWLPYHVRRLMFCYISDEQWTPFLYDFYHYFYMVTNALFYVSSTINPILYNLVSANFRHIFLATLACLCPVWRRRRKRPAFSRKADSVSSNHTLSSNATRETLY
# NOD2 inhibition = inhibition of NOD2-driven NF-kB reporter – cell-based, luminescence, uHTS, HEK293 (AID 1566); HEK293 NOD2/NF-kB luciferase reporter, luminescence; higher % means a stronger effect; inhibition, % at 4 µM, or EC50 in µM where a hit was titrated; actives 0.63% (n = 290,000); note: many of its hits are not listed in these tables
# KOR beta-arrestin-1 = KOR antagonists, beta-arrestin recruitment, cell-based, luminescence, uHTS (AID 1778). KOR beta-arrestin recruitment, luminescence, antagonist mode; higher % means a stronger effect. inhibition, % at 10 µM; hits with a dose series show IC50 in µM. actives 0.091% (n = 290,000); note: strong numbers were not always called active
# GPR55 beta-arrestin = GPR55 agonists via beta-arrestin recruitment, primary screen, imaging, U2OS cells, beta-arrestin-GFP redistribution (AID 1961); U2OS GPR55 beta-arrestin-GFP redistribution imaging; higher % means a stronger effect; one-dose activation, % at 10 µM; EC50 in µM for titrated hits; actives 0.048% (n = 290,000);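 active = activation above 40% with more than 50 cells counted in the well; inconclusive = wells holding fewer than 50 cells, flagged as toxic or sparse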;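 note: U2OS osteosarcoma cells stably expressing GPR55 and beta-arrestin-GFP; plate controls were DMSO negative control for no effect and LPI positive control for full effect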
# T cell modulator = T cell immune modulation candidate; 2C CD8+ T cell-vesicle binding, flow cytometry; stronger effect = lower value; calls only at 7 µM; actives 0.068% (n = 330,000);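 active = response, share of CD8 T cells binding vesicles, and their 90th percentile fluorescence all below set limits, cut at about 80% in these data, passing the limit was not always enough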
#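 Read-out – percent CD8+ FL2 mean versus row control · System – murine 2C transgenic CD8+ T lymphocytes · Times – 1.5 h cell–vesicle binding at 37 °C, then 20 min icy labelling · Control set – naked vesicles low, QL9 vesicles with vehicle high · Detection – cytometric PE anti-B7-1 and Alexa647 anti-CD8 signals after 1% paraformaldehyde fixation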
# Myeloid diff 2 = myeloid differentiation induction. ER-HoxA9 myeloid progenitors, lysozyme-GFP differentiation, flow cytometry. calls only at 10 µM. actives 1% (n = 360,000). AID 624256;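 active = normalized GFP-positive differentiation at or above the plate's own cutoff, the solvent-only control mean plus 3 SD; inconclusive = no clear call, values can overlap the other calls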;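 note: cells exposed to compound for four days before flow analysis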
# NOD1 NF-kB reporter = inhibition of NOD1-driven NF-kB reporter – cell-based, luminescence, uHTS, primary screen (AID 1578); NOD1-driven NF-kB luciferase reporter cells, luminescence; higher % means a stronger effect; inhibition, % at 4 µM; hits with a dose series show EC50 in µM; actives 1% (n = 290,000); in the data active = inhibition mostly above about 36%, no sharp cut-off; inactive = mostly below about 34%;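 note: HEK-293T reporter cells stimulated with the NOD1 agonist gamma-tri-DAP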
# KOR beta-arrestin-2 = kappa opioid receptor activators – cell-based, luminescence, uHTS, primary screen (AID 1777); KOR beta-arrestin recruitment, luminescence; higher % means a stronger effect; activation, % at 10 µM; hits with a dose series show EC50 in µM; actives 0.02% (n = 280,000); in the data active = activation above about 50%, passing the limit was not always enough; note: a part of the inactive calls stands beside numbers as strong as those of hits
# T cell modulator vesicle-bound % = recorded beside T cell modulator, whose call it bears; double positive events, %; measured here: CD8+ vesicle-bound cell fraction;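 binding gate set so that unloaded-vesicle control wells show 10% double positive cells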
# NTR1 agonist cell count 20 µM = further read-out of NTR1 agonist, marked with its call; cell count; measured here: cell count, cytotoxicity flag
# Myeloid diff 2 GFP+ MAC1+ % = recorded beside Myeloid diff 2, whose call it bears; GFP+ MAC1+ double positive, %; measured here: differentiation confirmed by MAC1 staining
# An asterisk follows results filed as active; i = inactive; u = inconclusive; x = no result given; + = active, no number; [ ] = dose if it differs, or a comment. Cut-off read from the data, not from the text of the source, unless noted: active = inhibition above about 50%; inactive = the rest.
SMILES,GPR55 antagonists,NTR1 agonist,NTR1 agonist cell count 20 µM,NOD2 inhibition,KOR beta-arrestin-1,GPR55 beta-arrestin,T cell modulator,T cell modulator vesicle-bound %,Myeloid diff 2,Myeloid diff 2 GFP+ MAC1+ %,NOD1 NF-kB reporter,KOR beta-arrestin-2
C=CCSc1nnc(CCCCCN2C(=O)c3cccc4cccc(c34)C2=O)o1,6.2%,6.0,89,6.0%,-28.7%,-0.2%,i,58.6,i,0.5,-32.2%,-0.1%
O=C(CCS(=O)(=O)c1ccccc1)Nc1ccc(Cl)cn1,6.9%,-1.1,50,-5.5%,-59.9%,0.0%,i,36.7,i,0.4,-34.9%,3.7%
O=C(NC1CCCCCCC1)c1ccc2c(c1)N(Cc1ccc(F)cc1)C(=O)CS2=O (stereo unspecified),-11.0%,0.8,68,14.9%,8.5%,0.6%,i,10.5,i,0.7,11.3%,-2.6%
COc1ccccc1CN1CC(=O)N2CSC[C@H]2C1=O,-8.4%,-0.6,99,-0.2%,10.6%,-0.1%,i,15.1,i,2.0,-7.9%,2.7%
COc1ccc(Nc2cc(C)c3ccccc3n2)cc1,29.7%,9.2,33,-42.4%,4.1%,0.1%,i,17.2,i,0.0,-30.6%,-0.9%
Cn1c(=O)n(CC(=O)N2CCOCC2)c2ccccc21,-5.2%,-0.8,38,16.8%,x,-0.3%,i,17.9,i,1.1,-4.1%,x
Cc1ccc(NC(=O)C[n+]2cc(-c3ccccc3)n3c2CCC3)c(C)c1,11.3%,-0.1,57,8.7%,-24.5%,0.0%,i,4.6,i,0.4,-12.0%,-0.1%
COc1ccc(CN2C(=NC(=O)COc3ccccc3)SC3CS(=O)(=O)CC32)cc1 (stereo unspecified),4.7%,0.1,54,10.3%,0.0%,0.4%,i,15.7,i,0.8,14.3%,-5.8%
CC(=O)NCCc1nc2ccccc2n1Cc1cccc(C)c1,4.0%,1.9,64,1.7%,-7.8%,0.6%,i,40.7,i,0.7,-8.1%,0.6%
COc1ccc(-c2csc3nc(C)n(-n4cccc4)c(=O)c23)cc1OC,7.6%,2.2,36,-10.6%,14.1%,0.0%,i,64.4,i,6.9,-7.3%,1.1%
Cc1cc(=O)oc2cc(NC(=O)C3CC(=O)N(Cc4ccccc4)C3)ccc12 (stereo unspecified),0.1%,-2.8,35,-7.5%,-12.5%,0.0%,i,21.6,i,0.3,-3.1%,-3.5%
C#Cc1ccc([C@@H]2C=C(C(=O)NCc3nc4ccccc4[nH]3)O[C@H](OCC)[C@H]2CCCO)cc1,9.2%,2.3,58,15.4%,23.1%,0.3%,i,38.1,i,1.4,-5.2%,2.1%
CCn1c(SCc2ccc(C(=O)O)cc2)nnc1-c1ccc(Cl)cc1,13.0%,2.4,50,7.1%,-41.0%[20 µM],1.1%,i,57.9,i,0.4,-29.4%,4.8%
CN(C)/C=C/C(=O)c1ccn(S(=O)(=O)c2ccccc2)c1,8.0%,-1.5,107,17.4%,2.6%,-0.1%,i,11.1,i,0.4,-8.6%,1.6%
CC(=O)c1ccc(OCC(=O)NCC2(N3CCCCC3)CCCCC2)cc1,12.8%,0.5,75,14.6%,13.0%,0.2%,i,22.6,i,0.4,-2.5%,0.1%
COC(=O)c1ccccc1NC(=O)c1ccc(COc2ccc(C)c(C)c2)o1,-1.7%,6.1,50,-8.1%,5.4%,0.0%,i,63.6,i,0.7,2.8%,3.5%
CCCCSc1nn[nH]n1,-3.8%,-0.2,63,1.8%,10.4%,-0.1%,i,11.6,i,0.8,-11.8%,1.9%
Cc1ccc(CNC(=S)N(C)C)cc1,-11.9%,0.3,47,9.0%,18.9%,-0.2%,i,28.3,i,0.6,2.4%,0.2%
CC(C)C(=O)N/N=C/c1ccc(OCc2ccccc2)cc1,18.8%,-0.1,62,1.5%,-17.3%,0.5%,i,51.4,i,0.2,10.9%,0.3%
CCC(C)[C@H](NC(=O)Nc1cccc(OC)c1)C(=O)OC (stereo partly specified),5.6%,0.6,80,-11.8%,8.5%,-0.3%,i,53.3,i,8.1,25.1%,1.0%
CCCCC[n+]1ccn(C2=C([O-])c3ccccc3C(=O)/C2=N\S(=O)(=O)c2ccc(Cl)cc2)c1,-4.1%,-0.2,41,26.4%,10.6%,-0.1%,i,27.3,i,0.2,5.1%,2.7%
CCCOc1ccc(N)cc1N,3.4%,0.5,59,-2.0%,-34.5%,-0.1%,i,52.8,+,0.7*,-49.8%,-2.9%
O=C(COC(=O)c1cccc(Cl)c1Cl)NC1CCCC1,-15.0%,1.1,69,-21.2%,-52.9%,0.0%,i,50.6,i,0.3,4.6%,-2.0%
CCOC(=O)/C(N=Nc1cc(C(=O)O)cc(C(=O)O)c1)=C(\O)CCl,2.4%,2.1,40,-14.4%,-6.3%,0.0%,i,48.9,i,0.5,-30.2%,6.0%
CCn1c(SCC(=O)NC2CCCCC2)nc2ccccc2c1=O,10.2%,-0.1,62,5.1%,21.2%,-0.2%,i,9.5,i,0.2,-1.4%,-1.7%

# Carrying on.
SMILES,GPR55 antagonists,NTR1 agonist,NTR1 agonist cell count 20 µM,NOD2 inhibition,KOR beta-arrestin-1,GPR55 beta-arrestin,T cell modulator,T cell modulator vesicle-bound %,Myeloid diff 2,Myeloid diff 2 GFP+ MAC1+ %,NOD1 NF-kB reporter,KOR beta-arrestin-2
O=C(Nc1ccc(F)cc1)c1cc(S(=O)(=O)N2CCCCC2)cs1,13.6%,10.6,90,39.3%,-12.2%,0.3%,i,22.1,i,0.8,49.7%,0.0%
O=C(Nc1cccc2ccccc12)N1CCCN(c2c(Cl)cncc2Cl)CC1,6.2%,0.9,45,7.5%,2.7%,0.8%,i,46.8,i,0.4,7.2%,-3.7%
COc1ccc(CNC(=O)Nc2cccs2)cc1OC,-2.3%,-1.3,41,5.1%,-4.8%,0.5%,i,9.6,i,0.8,11.9%,-1.7%
CC(C)C[C@@H](CSc1ccccc1)N1CCN(CCc2ccccc2)CCC1=O,8.9%,4.0,62,-14.9%,-8.0%[20 µM],6.56µM*,i,31.4,i,1.8,-13.2%,-0.4%
CN1CCC(=NNC(=O)C(=O)Nc2ccc(F)cc2)CC1,-0.6%,-0.1,81,-5.2%,20.9%,0.0%,i,66.2,i,0.1,-55.8%,-7.5%
CCOC(=O)C1=C(C)OC(N)=C(C#N)C1c1ccc(OC)c(CSc2ccccn2)c1 (stereo unspecified),-1.5%,1.7,83,-3.1%,-28.1%,0.5%,i,61.2,i,0.6,-7.0%,2.3%
CCCC1(C(=O)OCC)NC(c2cc(OC)c(OC)c(OC)c2)C2C(=O)N(CC)C(=O)C21 (stereo unspecified),1.8%,6.7,77,-0.2%,21.8%,0.1%,i,4.0,i,0.7,6.1%,-8.2%
Cc1ccc(NCc2cccnc2)c(Br)c1,10.9%,-0.9,80,-5.4%,17.1%,-0.5%,i,61.0,i,1.2,-14.3%,0.9%
C/C=C/C=C/C(=O)[C@@H]1[C@@H]([C@]2(C)OC(=O)C(C)=C2O)[C@H]2/C(=C(O)/C=C/C=C/C)C(=O)[C@]1(C)C(=O)C2(C)O (stereo partly specified),2.2%,11.1,90,25.7%,20.3%,0.0%,i,51.4,i,1.8,2.7%,-0.7%
Cc1cccn2c(=O)c3cc(C(=O)NC4CCCCC4)c(=N)n(CCN4CCOCC4)c3nc12,-13.8%,4.2,65,23.6%,21.2%,1.7%,i,29.7,u,x,11.1%,-3.0%
COc1ccc(CC(=O)Nc2c3c(nn2-c2cccc(C)c2C)CS(=O)C3)cc1 (stereo unspecified),8.8%,-4.4,72,9.9%,-5.7%,1.0%,i,14.9,i,0.2,-15.5%,-4.7%
CCCCOc1cccc(C(=O)Nc2ccccc2N2CCCC2)c1,-1.6%,0.6,46,2.5%,0.2%,-0.1%,i,30.0,i,0.8,1.7%,-4.2%
CCn1nc(C(=O)OCC(=O)NCC(C)C)c2ccccc2c1=O,6.9%,0.0,53,3.3%,-8.3%,0.6%,i,10.9,i,1.2,-28.2%,-4.9%
CCOC(=O)c1c(C)nn(-c2ccc(NC(=O)c3cccs3)cc2)c1C,-1.0%,5.1,57,25.7%,-25.3%,-0.1%,i,3.7,i,0.6,3.1%,5.5%
O=C(Oc1ccccc1)c1cccnc1Oc1ccccc1,3.4%,0.7,51,0.5%,7.3%,0.6%,i,18.2,i,0.6,-13.8%,-0.2%
CCOc1ccc(C(C)=O)cc1N1C(=O)C2C(C1=O)C1C=CC2C12CC2 (stereo unspecified),-1.1%,-1.1,50,8.5%,-28.7%,-0.1%,i,22.2,i,8.4,x,7.9%
CN(C)c1ccnc2sc3c(NCC(O)CO)ncnc3c12 (stereo unspecified),1.6%,2.9,95,2.2%,0.2%,-0.2%,i,61.3,i,0.3,-1.7%,-2.9%
CCOC(=O)CSc1nnc(CNC(=O)c2cc(OC)c(OC)c(OC)c2)n1C,-2.6%,1.0,85,-2.6%,-7.8%,-0.1%,i,53.6,i,5.3,-6.2%,3.9%
CC(OC(=O)c1cnc2ccccc2n1)c1ccccc1Cl (stereo unspecified),-1.5%,2.7,37,-15.9%,26.0%,x,i,24.2,i,1.4,-39.9%,-4.6%
CC(=O)N1CCN(S(=O)(=O)c2cccc(C(=O)Nc3nc4c(s3)CCCC4)c2)CC1,3.8%,-0.1,41,17.0%,-2.8%,0.2%,i,55.3,i,1.8,-3.6%,-6.9%
CN1/C(=C\C(=O)CSc2cccc[n+]2[O-])C(C)(C)c2ccccc21,0.8%,3.4,70,11.1%,8.5%,-0.6%,i,58.2,i,0.1,-21.1%,-2.8%
CSC1=NCCN1S(=O)(=O)c1ccc(NC(C)=O)cc1,12.7%,-1.9,79,18.5%,0.4%,0.2%,i,32.1,i,0.1,-12.8%,-5.9%
CC1CN(c2ccc([N+](=O)[O-])cn2)CC(C)O1 (stereo unspecified),9.1%,-1.0,41,-1.3%,36.5%,0.2%,i,29.1,i,0.5,-7.8%,1.3%
CCC(=O)N1CCc2cc(S(=O)(=O)N3CCN(c4ccccc4)CC3)ccc21,7.5%,8.1,130,-15.8%,5.3%,0.0%,i,30.3,i,1.5,-19.6%,-2.8%
COc1ccc(N(C)C(=O)CC2(CC(=O)O)CCCCC2)cc1,0.2%,0.6,42,2.1%,7.5%,-0.2%,i,31.4,i,0.5,-22.1%,-2.0%
CCOC(=O)c1sc(NCc2ccco2)c(-c2nc3ccccc3s2)c1N,-3.2%,12.5,36,-14.5%,-22.5%,0.3%,i,40.9,i,0.4,-11.9%,-0.9%
COc1ccccc1-c1ccc2nnc(SC)n2n1,5.8%,0.2,66,0.1%,-13.0%,-0.1%,i,45.4,i,0.7,-12.7%,3.9%

# Some of the compounds tested; the hit share may differ from the screen's.
